NCF1 inh – blocks human p47phox regulatory protein of NADPH oxidases; P14598; p47phox/p22phox peptide binding, fluorescence polarization, 2 h; inhibition, % at 24.7 µM; 0.53% of 220,000 active;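 active means inhibition above about 30%, limit read from the data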;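 further: 0% = p47phox with labelled peptide and 100% = labelled peptide alone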
Target sequence (P14598 whole entry, looked up): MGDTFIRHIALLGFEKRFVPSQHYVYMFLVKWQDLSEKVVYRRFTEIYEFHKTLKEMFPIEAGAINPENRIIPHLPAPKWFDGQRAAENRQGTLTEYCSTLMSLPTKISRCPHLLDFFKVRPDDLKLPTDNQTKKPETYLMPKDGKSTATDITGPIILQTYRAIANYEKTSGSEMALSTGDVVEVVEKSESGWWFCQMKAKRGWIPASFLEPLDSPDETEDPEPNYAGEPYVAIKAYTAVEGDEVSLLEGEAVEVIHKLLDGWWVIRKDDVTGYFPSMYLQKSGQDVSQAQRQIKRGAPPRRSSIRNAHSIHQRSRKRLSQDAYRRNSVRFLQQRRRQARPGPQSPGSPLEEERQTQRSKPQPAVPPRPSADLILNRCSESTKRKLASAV
BaF3 tox – parental Ba/F3 viability inhibition as JAK2V617F counter-screen. CellTiter-Glo ATP luminescence. inhibition, % at 5.6 µM. 1.1% of 220,000 active. AID 1486;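 active means inhibition above a per-campaign cutoff, the mean inhibition of all tested compounds plus 3 SD, cut at about 27% in these data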;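 further: 0% = DMSO wells and 100% = JAK Inhibitor I control wells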
PGE2 EP2 inh – inhibitors of human EP2 prostaglandin E2 receptor. 0.52% of 260,000 active. C6 glioma cells expressing human EP2, cAMP TR-FRET; cells stimulated with saturating PGE2. AID 1422. P43116. inhibition, % at 25 µM;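 active means percent inhibition above 40 after rounding to a whole number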;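 further: rat C6 glioma host cells with rolipram phosphodiesterase inhibitor present; the protocol text gives 20 µM as final concentration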
Target sequence (P43116 whole entry, looked up): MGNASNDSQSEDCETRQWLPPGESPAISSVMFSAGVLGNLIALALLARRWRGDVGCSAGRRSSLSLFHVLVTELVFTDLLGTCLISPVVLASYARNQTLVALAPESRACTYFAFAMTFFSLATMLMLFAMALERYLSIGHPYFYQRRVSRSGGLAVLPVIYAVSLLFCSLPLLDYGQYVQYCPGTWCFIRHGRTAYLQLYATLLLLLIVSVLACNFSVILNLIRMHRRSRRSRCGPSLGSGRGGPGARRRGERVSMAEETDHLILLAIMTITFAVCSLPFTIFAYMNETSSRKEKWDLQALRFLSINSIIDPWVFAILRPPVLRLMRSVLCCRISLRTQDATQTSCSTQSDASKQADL
RBBP9 inhibitor – human RBBP9 hydrolase inhibition; O75884; recombinant RBBP9, FP-Rh probe fluorescence polarization; inhibition, % at 7.94 µM; 0.2% of 220,000 active; AID 1515;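 active means inhibition above the campaign mean of all tested compounds plus 3 SD, cut at about 14% in these data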;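 further: plate controls were DMSO wells with RBBP9 for no effect and wells lacking RBBP9 protein for full effect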
Target sequence (O75884 whole entry, looked up): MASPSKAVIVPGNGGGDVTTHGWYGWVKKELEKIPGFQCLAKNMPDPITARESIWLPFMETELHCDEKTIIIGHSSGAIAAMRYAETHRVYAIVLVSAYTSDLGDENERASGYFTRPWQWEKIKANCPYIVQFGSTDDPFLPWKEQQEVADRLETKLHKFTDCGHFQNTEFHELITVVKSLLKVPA
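Assay system: recombinant human RBBP9; Reagent: Serine-hydrolase probe FP-Rh, 375 nM pre-mixing; Doses: 7.94 µM single dose, 0.794% DMSO; Incubation: 30 min then 45 min, 25 °C; Detection: fluorescence polarization (mP), excitation 525 nm, emission 598 nm; Evaluation: percent inhibition from mP, scaled between DMSO and no-protein wells.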
Furin inh – blocks human furin protease activity; P09958; purified furin, fluorogenic substrate cleavage; inhibition, % at 30 µM; 0.061% of 220,000 active; in the data active means inhibition above about 25%; further: inactives centre near -15
PPC-1+TRAIL kill – PPC-1 cancer cell killing with TRAIL present. PPC-1 cells + TRAIL, ATPLite viability luminescence. cell killing (% activity), % at 4 µM. 0.41% of 220,000 active;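 active means cell killing above 50% in the first pass at 4 µM, then a duplicate retest at 5 µM averaging 50% or more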;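 further: plate controls were cells with TRAIL plus DMSO for no effect and medium-only wells lacking cells for full effect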
Tb hexokinase – T. brucei hexokinase 1 inhibition; recombinant TbHK1, G6PDH-coupled NADH A340; inhibition, % at 10 µM; 0.11% of 220,000 active; AID 1430;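 active means inhibition of 50% or more in the single-dose primary screen; inactive means inhibition below 50%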
Ba/F3 V617F tox – reduce viability of Ba/F3 cells dependent on JAK2V617F | Ba/F3 EpoR-JAK2V617F viability, ATP luminescence | 1.1% of 220,000 active | inhibition, % at 5.6 µM;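 active means inhibition above the campaign mean plus 3 SD over all tested compounds, cut at about 24% in these data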;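 further: cytokine-independent growth of Ba/F3 cells driven by EpoR plus mutant JAK2; 0% = DMSO-treated cells and 100% = JAK inhibitor I control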
p97 inhibitor – human p97 ATPase inhibition | recombinant p97 ATPase, Kinase-Glo ATP luminescence, 3 h | inhibition, % at 8 µM | 0.42% of 220,000 active; in the data active means inhibition above about 15%;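 further: 0% = DMSO vehicle and 100% = wells lacking enzyme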
Starred values were filed as active, the others as inactive; . = not tested or not shown; & = joins results of further samples; [ ] = another dose, or the depositor's remark. This is a subset. The share of hits here may be higher or lower than overall.

SMILES	NCF1 inh	BaF3 tox	PGE2 EP2 inh	RBBP9 inhibitor	Furin inh	PPC-1+TRAIL kill	Tb hexokinase	Ba/F3 V617F tox	p97 inhibitor
Cc1ccccc1OCC(=O)N1N=C(c2cccnc2)CC1(O)C(F)(F)F (stereo unspecified)	-23	12	9	-2	-6	26	31	3	-4
C=CCOC(=O)C1=C(C)NC(=O)NC1/C=C/c1ccccc1 (stereo unspecified)	-13	4	25	1	-20	14	-3	-1	0
CCOC(=O)C1CCCN(C(=O)c2cnn3c(C(F)(F)F)cc(-c4ccccc4)nc23)C1 (stereo unspecified)	-8	2	6	-1	-23[20 µM]	10	-19	1	-5
O=C(c1cc2ccccc2oc1=O)N1CCN(c2ncccn2)CC1	-4	0	7	3	-12[20 µM]	37	-11	0	5
COc1ccc2cc(C3(C)NC(=O)NC3=O)ccc2c1 (stereo unspecified)	4	3	12	-2	-26	19	2	0	0
CCOC(=O)c1c(-c2ccc(OC)cc2)csc1NC(=O)CNCc1ccco1	2	1	7	11	-12[20 µM]	20	2	2	-1
Cc1nc2c3ccccc3nc(NNC(=O)CCC(=O)NC(C)C)n2n1	-16	5	3	-5	-18	38	13	2	1
COc1cccc(-c2nc(CS(=O)CC(=O)NC3CCCC3)c(C)o2)c1 (stereo unspecified)	-7	1	13	-10	-25	-5	-1	-4	-4
O=C(c1cc2ccccc2oc1=O)N(Cc1ccco1)CC1CCCO1 (stereo unspecified)	-1	1	12	-4	-15	21	-8	-1	5
Cn1cc(SCC(=O)NCCc2ccccc2)c2ccccc21	-8	7	1	-8	-4	1	1	2	3
COc1ccc2nc(SCC(=O)N3CC(=O)Nc4ccccc43)c(C#N)cc2c1	-93	3	14&21	-3	-19[20 µM]	17	-8	0	6
O=C(Nc1ccccc1)Nc1nncs1	-3	2	7	-7	-9	-17	6	-1	5
CCN(CC)S(=O)(=O)c1cc(C(=O)OCC(=O)NC2CCCc3ccccc32)ccc1C (stereo unspecified)	-1	0	8	-5	-8	15	37	-3	-2
Cn1c(=O)c2c(ncn2CC(COCc2ccc(Cl)cc2)OCc2ccc(Cl)cc2)n(C)c1=O (stereo unspecified)	-5	4	24	-8	3[20 µM]	2	16	1	-7
COc1cccc(NC(=O)NC2CCN(Cc3nnnn3Cc3ccc4c(c3)OCO4)CC2)c1	-1	2	8	8	-11	7	-8	-4	1
Cc1cc(/C(O)=C2\C(=O)C(=O)N(CCN(C)C)C2c2ccncc2)ccc1OCc1ccccc1 (stereo unspecified)	-16	7	6	-2	-5	9	-15	3	-4
O=C(CNc1c(Br)cc(Br)cc1Br)NN=C1CCCCC1	-22	7	1	7	-17	14	-11	2	1
Cc1ccc(C)c(NC(=O)c2cc(-c3cccnc3)nc3ccccc23)c1	5	1	8	-5	-21	-4	-5	-1	7
CC(C)(C)NC(=O)CSc1nnc(-c2ccccn2)n1Cc1ccccc1	2	-7	6	-8	-22	2	-1	2	-1
Cc1ccccc1-n1c(O)c(/C=N/N2CCCCC2c2cccnc2)c(=O)[nH]c1=O (stereo unspecified)	-15	2	4	-6	-7	20	1	-2	2
O=S(=O)(c1ccc(Cl)c(C(F)(F)F)c1)N1CCN(CC(O)COCC2CCCO2)CC1 (stereo unspecified)	-1	2	4	-3	-21	15	-2	-2	1
Cc1onc(-c2c(Cl)cccc2Cl)c1C(=O)N1CCN(c2ccccc2)CC1	-2	3	4	-6	-11	13	1	4	-1
CCCC(C)NC(=O)COC(=O)c1cccc(NS(C)(=O)=O)c1 (stereo unspecified)	4	1	13	2	-23	5	-14	-4	11
N#Cc1ccc(Cl)cc1NC(=O)COC(=O)c1ccc2c(c1)OCCO2	-11	4	11	-3	-10[20 µM]	-18	-3	3	-3
CN=C(c1ccc(C)cc1)n1c(=S)nc(-c2ccc(C)cc2)n(C)c1=S	14	4	10	-1	-39	16	1	1	4
Cc1ccc(C)c(S(=O)(=O)NC(Cc2c[nH]c3ccccc23)C(=O)O)c1 (stereo unspecified)	1	3	10	-8	-19	-6	-6	-1	2
Cc1cc(C(C)(C)C)oc1C(=O)O	-2	10	6&9	0	-20	13	0	4	0
Cc1cccc(C)c1OCCCCCNCCO	-19	9	18	-6	-28[20 µM]	22	-4	3	-1
O=C(Nc1ccccc1)c1nsnc1C(=O)Nc1ccccc1	-9	5	9	-9	-20	7	3	0	0
CCCCn1c(CN(Cc2ccccc2)Cc2ccccc2)nc2c1c(=O)n(C)c(=O)n2C	.	5	12	3	-8[20 µM]	.	6	2	-4
O=C(CCN1C(=O)C2C3CC(C(Br)C3Br)C2C1=O)OCC(=O)c1ccccc1 (stereo unspecified)	-8	0	12	-6	-18	4	17	-1	-1
CN1CCc2c(sc3c2C(=O)NC(/C=C\c2ccccc2)N3)C1 (stereo unspecified)	-26	0	11	-11	-28	2	-47	-3	5
O=C(COc1ccccc1N1C(=O)C2C3C=CC(C3)C2C1=O)c1ccccc1 (stereo unspecified)	-7	0	17	-7	-12	5	-4	-4	4
CN(C)c1ccc(-c2cccc(C3CC=CC4C3C(=O)N(Cc3ccccc3)C4c3ccc(C(F)(F)F)cc3)c2)cc1 (stereo unspecified)	-44	.	19	.	-8	-2	-41	.	.
CC(C)c1ccccc1NS(C)(=O)=O	-5	3	6	3	-14	14	-2	-2	4
COc1cc(O)c(C(CC(=O)N2CCN(c3ccccc3)CC2)c2ccc3c(c2)OCO3)c(OC)c1 (stereo unspecified)	-9	.	12	.	-4	1	-10	.	.
COC(=O)Cc1[nH]n(-c2ccccc2)c(=O)c1C=Nc1ccc(C)cc1	3	4	8	-2	-7	13	-6	2	-6
O=C(Nc1ccc(Cl)c(Cl)c1)OCCNC(=O)c1cccc(Cl)c1	1	5	13	-18	-22[20 µM]	-23	28	0	0
CCOC(=O)c1nnn(-c2nonc2-n2cccc2)c1CN1CCOCC1	-15	3	4	1	-10[20 µM]	8	1	6	-8
CC(=O)Nc1cccc(C(=O)N/N=C/c2cccnc2)c1	0	4	2	-5	-27	8	-3	0	1
COc1ccccc1CNC(=O)c1ccc(S(=O)(=O)N2CCCC2)cc1	-11	3	9	-9	-13	-2	-6	1	3
O=C(CCl)Nc1ccc(N2CCCCCC2)cc1	5	8	2	-8	-13	16	9	6	11
NC(=S)N/N=C/c1ccccc1OCCSc1ccc(Cl)cc1	9	44*	8	-16	-13	43	-2	44*	3
Cc1ccc(C(=O)CSc2n[nH]c(C)n2)cc1	-8	2	3	-2	-16	-4	0	0	-7
Cc1cc(-c2sccc2C)nc(-n2cccc2)n1	-4	1	5	-7	-11[20 µM]	27	-1	-4	-2

Structures shown so far containing a CF3 group, in the order listed:
SMILES	NCF1 inh	BaF3 tox	PGE2 EP2 inh	RBBP9 inhibitor	Furin inh	PPC-1+TRAIL kill	Tb hexokinase	Ba/F3 V617F tox	p97 inhibitor
Cc1ccccc1OCC(=O)N1N=C(c2cccnc2)CC1(O)C(F)(F)F (stereo unspecified)	-23	12	9	-2	-6	26	31	3	-4
CCOC(=O)C1CCCN(C(=O)c2cnn3c(C(F)(F)F)cc(-c4ccccc4)nc23)C1 (stereo unspecified)	-8	2	6	-1	-23[20 µM]	10	-19	1	-5
O=S(=O)(c1ccc(Cl)c(C(F)(F)F)c1)N1CCN(CC(O)COCC2CCCO2)CC1 (stereo unspecified)	-1	2	4	-3	-21	15	-2	-2	1
CN(C)c1ccc(-c2cccc(C3CC=CC4C3C(=O)N(Cc3ccccc3)C4c3ccc(C(F)(F)F)cc3)c2)cc1 (stereo unspecified)	-44	.	19	.	-8	-2	-41	.	.

(continued)
SMILES	NCF1 inh	BaF3 tox	PGE2 EP2 inh	RBBP9 inhibitor	Furin inh	PPC-1+TRAIL kill	Tb hexokinase	Ba/F3 V617F tox	p97 inhibitor
CCc1ccc(C2C(C#N)=C(N)SC(N)=C2C#N)s1	-27	6	14	3	-7	12	-12	1	3
COc1ccc(S(=O)(=O)N(NC2=NS(=O)(=O)c3ccccc32)C(=O)C(C)C)cc1	-2	5	3	0	-40	4	4	-3	4
COc1ccc(NC(=O)CC2C(=O)N(Cc3ccccc3)C(=S)N2CCN2CCOCC2)cc1 (stereo unspecified)	-12	5	5	-3	-35	13	-5	-1	2
CCOC(=O)C1CCN(CC(=O)Nc2c(C(=O)OC)n(C)c3cccc(C)c23)CC1	-11	2	9	1	-13	-7	-2	3	-3
Cc1cccc(N=Nc2ccc(O)c3ncccc23)c1	-5	1	10	-7	-9	36	0	1	1
COc1ccc(Cl)cc1S(=O)(=O)N1CCN(c2ccc(F)cc2)CC1	-20	6	6	-9	-13[20 µM]	-14	4	-3	-3
O=C(Nc1ncccn1)C12CC3CC(CC(C3)C1)C2	9	1	8	-1	-16	-2	-8	-5	8
O=C(O)C1C2C=CC(C2)C1C(=O)NCc1ccco1 (stereo unspecified)	-7	2	2	-9	-11	15	0	2	1
COc1ccc(CNC(=S)Nc2ccccc2C)cc1	-12	7	14	4	-19[20 µM]	-2	13	2	1
Cc1ccc2[nH]c(C(=O)O)c(-c3ccccc3)c2c1	1	3	9&10	-6	-7	27	4	1	5
CCCCNC(=O)N1CCN(c2ccccc2OCC)CC1	-4	2	11	-5	-25	17	-1	2	0
CCOc1cc(CNc2ccc3c(c2)OCCO3)cc(Br)c1OCC	-6	74*	15	-4	17[20 µM]	-9	-10	74*	-1
COC(=O)c1ccc(NC(=O)NS(=O)(=O)c2ccc(C)cc2)cc1	-10	2	6	1	-22	-2	1	0	-2
CCCC(=O)Nc1ccc2nc(SCC(=O)Nc3ccc(N4CCOCC4)c(Cl)c3)sc2c1	-22	0	8	-2	-24[20 µM]	6	-3	4	-1
COc1cc(OC)cc(-c2n[nH]c(=S)n2-c2ccc3c(c2)OCCO3)c1	-3	9	16	1	-13	18	9	5	-4
COc1nc(C)ccc1-c1noc(-c2ccncc2)n1	-8	3	5	1	-9[20 µM]	21	-2	-1	-2
Cc1onc(-c2ccccc2)c1C(=O)NC(C)C	-3	2	12	-5	-24	24	3	-4	2
O=C(COC(=O)c1ccc(NS(=O)(=O)c2cccs2)cc1)NCc1ccco1	-13	-5	6	-4	-1	4	1	6	5
O=C(C1CC(=O)N(c2ccc3c(c2)OCCO3)C1)N1CCN(c2ccccc2)CC1 (stereo unspecified)	-8	4	1	-12	-20	3	6	4	-4
Cc1ccc(NC(=O)c2cc(S(=O)(=O)NCCc3ccccc3)ccc2F)cc1Cl	-10	5	4	-27	-21	-5	9	0	2
Cc1ccc(/C=N/NC(=O)c2nnn(-c3nonc3N)c2CSc2ccccc2)cc1	5	0	7	-2	-8	-21	-32	1	5
CC(NC(=O)C1CC=CCC1C(=O)O)C1CC2CCC1C2 (stereo unspecified)	-3	6	8	-9	-10[20 µM]	-16	4	5	1
Cn1nc(-c2ccc(Cl)cc2)c2cc(C(=O)NC3CC3)sc21	-5	14	26	-10	-11	-7	-11	0	2
C/C(=N\N=C(/N)SC1CC(=O)N(c2ccccc2)C1=O)c1cccs1 (stereo unspecified)	-10	5	-5	-5	5[20 µM]	23	-32	1	2
COCCn1c(SCC(=O)Nc2ccc3c(c2)OCCO3)nnc1-c1c[nH]c2ccccc12	0	3	1	2	-20	11	7	0	3
O=C(NCCCN1CCCCCC1)C1CCCN(S(=O)(=O)c2cccc3nsnc23)C1 (stereo unspecified)	6	3	8	7	-11	18	-4	-5	12
CC(C)(C)NC(=O)CN1CCC(NC(=O)C23CC4CC(CC(C4)C2)C3)CC1	2	9	10&3	-6	-6	.	10	10	-7
O=C(COc1ccc(S(=O)(=O)N2CCOCC2)cc1)Nc1ccc2c(c1)OCCO2	-8	0	6	1	-22[20 µM]	20	-6	-3	1
CCOc1ccc(-c2nc(C#N)c(N3CCN(Cc4ccccc4)CC3)o2)cc1	-13	9	7	-8	-30	2	-18	-4	-2
